SMN2 splice up: SMN2 splice variant enhancement; HEK293 SMN2-luciferase splicing reporter, luminescence, 30-36 h; Potency, µM (doses to about 46.1 µM), for inactives: at the highest dose activity change, positive = activation, usual class: activators; actives 2.8% (n = 210,000); AID 1458; note: % of control where 0% means no effect; nearly all actives have a fitted effect of over 55% in size
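HEK293 cells carry an SMN2 […]–luciferase reporter in which exon 7 inclusion puts luciferase in frame. Cells were plated 10-12 h before compound addition, then incubated 30-36 h at 37C. ONE-Glo luminescence was read; sodium butyrate at 4.5 mM final served as control.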
GAA glycogen: inhibitors or activators of human alpha-glucosidase glycogen cleavage; recombinant GAA, glycogen substrate, Amplex Red glucose oxidase fluorescence; Potency, µM (top dose mostly 76.4 µM), without a hit: at the top dose activity change, negative = inhibition, usual class: inhibitors; actives 0.38% (n = 300,000); AID 2100;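 note: 0% = full enzyme reaction and -100% = no-enzyme basal signal; the screen sought inhibitors and activators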
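Recombinant human alpha-glucosidase (4 nM final) hydrolysed bovine liver glycogen (30 ug) for 40 min at 37 C in pH 5.0 citrate/phosphate with 0.01% Tween-20. Released glucose detected by glucose oxidase/Amplex Red, Ex 573/Em 610 nm. Compounds up to 77 uM; AC50 from Hill fits.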
Numbers without * were called inactive; ? = inconclusive; & = joins results of further samples; [ ] = remark or other dose. Calls come from the whole dose curve; as a rule, active = well fitted curve in the direction sought with a large enough effect; inconclusive = small, poorly fitted or top-dose-only effect, or another doubt; inactive = no such curve, though single readings can be large; an effect the other way counts as inactive or inconclusive. Potency is the fitted concentration of half-maximal effect. This is a subset, so the mix of outcomes need not match the whole.

SMILES	SMN2 splice up	GAA glycogen
COc1cccc(-n2c(-c3ccc(Cl)cc3)cc3c2CC(C)(C)CC3=O)c1	-6%	-10%[76.3 µM]
Cc1ccccc1NCc1nc2ccccc2n1CCOc1ccccc1	18µM*	8%[76.3 µM]
Cc1cc2nc(-c3ccc(OCc4ccccc4Cl)cc3)cc(C(F)(F)F)n2n1	9%	14%[76.3 µM]
COc1ccc(OC)c(C2Nc3c(C)cc(C)cc3-c3cc(C)nn32)c1 (configuration not stated)	-25%	?
CCCCCOc1ccc(Cn2c(=O)oc3ccc(C)cc32)cc1OC	-20%	-17%[76.3 µM]
CCN1CCN(C(=O)c2ccc3c(c2)N(Cc2ccccc2)C(=O)c2ccccc2S3(=O)=O)CC1	4%	1%&-10%[76.3 µM]
CCOC(=O)c1c(NC(=O)C(C)Sc2cn(CCNC(=O)c3ccc(OC)c(OC)c3)c3ccccc23)sc2c1CCC2 (configuration not stated)	9%	-17%[76.3 µM]
COc1cccc(-c2nn(C)c3sc(C(=O)N4CCN(c5cccc(C(F)(F)F)c5)CC4)cc23)c1	-14%	-12%[76.3 µM]
COc1cc2c(C(=O)N3CCN(c4ccc(C)cc4)C(C)C3)cn(CC(C)C)c(=O)c2cc1OC (configuration not stated)	-2%	8%[76.3 µM]
CCOc1cc2c(cc1OCC)C(c1c(F)cccc1Cl)CC(=O)N2 (configuration not stated)	-10%	11%[76.3 µM]
COc1ccccc1-c1cc2nc(C)c(CCC(=O)Nc3cc(C)ccc3C)c(C)n2n1	2%	16%[76.3 µM]
COc1ccc(Cn2nc3n(c2=O)-c2ccccc2OC3)cc1	-6%	10%[76.3 µM]
COc1ccc(S(=O)(=O)Nc2c(C)nc3nc(C)[nH]n3c2=O)cc1	11%	-4%
Cc1cc2nn(-c3ccccc3)nc2cc1NC(=O)Cc1ccc(Cl)cc1	?	2%[76.3 µM]
COc1cc(C2c3c(oc4ccccc4c3=O)C(=O)N2c2nnc(C(C)C)s2)cc(OC)c1OC (configuration not stated)	-4%	-3%[76.3 µM]
CC1CCN(S(=O)(=O)c2ccc3c(c2)N(CC(=O)NCCN(C)C)C(=O)CS3)CC1	3%	18%[76.3 µM]
CCOc1ccc(NC(=O)Cn2c(=O)n(CCc3ccccc3)c(=O)c3c4c(sc32)CCCC4)cc1	3%	12%[76.3 µM]
CCCCN(C)c1nc2c(S(=O)(=O)c3ccc(CC)cc3)nnn2c2ccc(Cl)cc12	?	-6%[76.3 µM]
COc1ccc(NC(=O)Cn2c(=O)n(Cc3ccccc3Cl)c(=O)c3cc(OC)c(OC)cc32)cc1OC	2%	7%[76.3 µM]
CCN(Cc1ccccc1)Cc1c(O)ccc2c(=O)c(-c3ccccc3OC)c(C(F)(F)F)oc12	-7%	-23%[76.3 µM]
CC(C)c1ccc(Nc2cc(C(=O)NCc3cccs3)c3ccccc3n2)cc1	-3%	19%[76.3 µM]
COc1cccc(NC(=O)C2CCCN(S(=O)(=O)c3c(C)nn(C)c3C)C2)c1 (configuration not stated)	-12%	16%[76.3 µM]
Cc1ccc(COc2cccc3cc(-c4noc(-c5ccc(C)cc5)n4)c(=O)oc23)cc1	8%	1%[76.3 µM]
CN(Cc1ccccc1)C(=O)c1cc2c(s1)-c1ccc(Cl)cc1SC2	2%	-11%[76.3 µM]
COc1ccc(-c2cc(-c3ccccc3)nc3c2COc2ccc(Cl)cc2-3)cc1	3%	13%[76.3 µM]
O=C(Cn1nnc(-c2ccc(Cl)cc2)n1)NCc1ccc(F)cc1	-12%	1%[76.3 µM]
COc1ccc(Cn2c(=O)c3cccnc3n(CC(=O)Nc3ccc(C)c(F)c3)c2=O)cc1	-6%	1%[76.3 µM]
COc1cc(CNCCSc2nnnn2C)cc(Cl)c1OCc1ccccc1	27%	11%[76.3 µM]
COc1cc(OC)c(NC(=O)Cn2c(=O)nc(-c3ccccc3)c3ccccc32)cc1Cl	4%	-2%[76.3 µM]
Cc1cccc(Cn2nnc3c(=O)[nH]c(C4CCN(C(=O)c5ccccc5F)CC4)nc32)c1	-3%	13%[76.3 µM]
CC(=O)N1CCc2c(sc3c2c(=O)n(-c2ccc(C)cc2)c(=O)n3CC(=O)Nc2ccccc2)C1	?	-13%[76.3 µM]
Cc1ccc(C)c(N2CCN(C(=O)c3ccc4c(c3)N(Cc3ccc(F)cc3)C(=O)c3ccccc3S4=O)CC2)c1 (configuration not stated)	22%	-10%[76.3 µM]
Cc1cccc(NC(=O)c2c(Br)sc3c2CCCC3)c1	-18%	10%[76.3 µM]
COc1ccccc1Nc1nc(C)nc(N)c1S(=O)(=O)c1ccccc1	5%	12%[76.3 µM]
Cc1ccc(-c2nc3cc(NC(=O)c4cc5ccccc5o4)ccc3o2)cc1	9%	10%[76.3 µM]
CCC(=O)N1CCc2cc(S(=O)(=O)CCC(=O)NCc3ccc(F)cc3)ccc21	-3%	21%[76.3 µM]
COc1cc(C(=O)Nc2ccc(-c3cc(C(F)(F)F)nn3-c3ccccc3)cc2)cc(OC)c1OC	-25%	-19%[76.3 µM]
COc1ccc(Cl)cc1NC(=O)Cn1c(=O)n(CCCC(=O)NCCc2ccc(OC)c(OC)c2)c(=O)c2ccccc21	-4%	-8%[76.3 µM]
Cc1cc(=O)n2nc(N(C)CC(=O)NCc3cccc(Br)c3)sc2n1	16%	-12%[76.3 µM]
CCc1c(C)sc(NC(=O)c2cc(-c3cccc(Cl)c3)on2)c1C#N	6%	14%[76.3 µM]
Cc1cccc(C)c1OCc1nc2c3cnn(-c4ccccc4F)c3ncn2n1	1%	-4%[76.3 µM]
COc1cc(OC)c(C2Nc3ccccc3-c3nnc(SCc4ccccc4)nc3O2)cc1OC (configuration not stated)	1%	15%[76.3 µM]
Cc1cccc(C)c1NC(=O)Cn1c(=O)n(CC2CCC(C(=O)NCCc3ccccc3)CC2)c(=O)c2ccccc21 (configuration not stated)	-6%	18%[76.3 µM]
COC(=O)CCCn1c(-c2ccc(C)cc2)c(C)n2c3c(=O)n(C)c(=O)n(C)c3nc12	-9%	8%[76.3 µM]
CCCCC12CN3CC(C)(CN(C1)C3c1c[nH]c3ccccc13)C2=O (configuration not stated)	-6%	-5%[76.3 µM]
CCn1cc(C(=O)NCCc2ccc(OC)c(OC)c2)c(=O)c2cc(S(=O)(=O)N3CCc4ccccc4C3)ccc21	4%	-24%[76.3 µM]
Cc1cc(C)cc(NC(=O)C2CCCN2S(=O)(=O)c2cccc3nsnc23)c1 (configuration not stated)	-18%	-6%[76.3 µM]
COc1ccc(NC(=O)Nc2cc(-c3cn4cccnc4n3)ccc2OC)cc1	7%	9%[76.3 µM]
CCOC(=O)c1cnc2c(ccc3ccccc32)c1Nc1ccc(Cl)cc1	-4%	14%[76.3 µM]
COc1cccc(-c2ccc3c(N)c(C(=O)c4ccc(F)cc4)sc3n2)c1	-25%	11%[76.3 µM]
CCOC(=O)c1ccc(NC(=O)CC(=O)Nc2ccc3nc4n(c(=O)c3c2)CCCCC4)cc1	16%	14%[76.3 µM]
CC(=O)Nc1ccc(NC(=O)CCc2nc3cccnc3n2Cc2cccs2)cc1	-2%	-13%[76.3 µM]
COc1cccc(Nc2nc3ccccc3c3nncn23)c1	2%	8%[76.3 µM]
CCOC(=O)c1ccc(NC(=O)C2Cc3ccccc3CN2S(=O)(=O)c2ccc(Cl)cc2)cc1 (configuration not stated)	-27%	5%[76.3 µM]
CC(=O)c1ccc(NC(=O)CCOc2ccccc2)cc1	?	15%[76.3 µM]
Cn1cc(C(=O)NCc2ccc(Cl)cc2)c(=O)c2cc(S(=O)(=O)N3CCCCCC3)ccc21	12%	6%[76.3 µM]
CCOC(=O)c1c(NC(=O)COc2cccc(C)c2C)sc2c1CCCCC2	-3%	0%[76.3 µM]
Cc1ccc2nc(Nc3ccc(Br)cc3)nc(-c3ccccc3)c2c1	6%	-11%[76.3 µM]
CCOC(=O)c1c(NC(=O)c2cc(=O)c3ccc(C)cc3o2)sc(C)c1C	5%	-4%[76.3 µM]
CC(C)OC(=O)C(C(=O)C(F)(F)F)c1cc(NS(=O)(=O)c2ccc3c4c(cccc24)C(=O)N3)ccc1O (configuration not stated)	-10%	?

Copied from the entries so far for reference:
SMILES	SMN2 splice up	GAA glycogen
COc1cc(OC)c(C2Nc3ccccc3-c3nnc(SCc4ccccc4)nc3O2)cc1OC (configuration not stated)	1%	15%[76.3 µM]
Cc1cccc(C)c1NC(=O)Cn1c(=O)n(CC2CCC(C(=O)NCCc3ccccc3)CC2)c(=O)c2ccccc21 (configuration not stated)	-6%	18%[76.3 µM]
COC(=O)CCCn1c(-c2ccc(C)cc2)c(C)n2c3c(=O)n(C)c(=O)n(C)c3nc12	-9%	8%[76.3 µM]
CCCCC12CN3CC(C)(CN(C1)C3c1c[nH]c3ccccc13)C2=O (configuration not stated)	-6%	-5%[76.3 µM]
CCn1cc(C(=O)NCCc2ccc(OC)c(OC)c2)c(=O)c2cc(S(=O)(=O)N3CCc4ccccc4C3)ccc21	4%	-24%[76.3 µM]
Cc1cc(C)cc(NC(=O)C2CCCN2S(=O)(=O)c2cccc3nsnc23)c1 (configuration not stated)	-18%	-6%[76.3 µM]
COc1ccc(NC(=O)Nc2cc(-c3cn4cccnc4n3)ccc2OC)cc1	7%	9%[76.3 µM]
CCOC(=O)c1cnc2c(ccc3ccccc32)c1Nc1ccc(Cl)cc1	-4%	14%[76.3 µM]
COc1cccc(-c2ccc3c(N)c(C(=O)c4ccc(F)cc4)sc3n2)c1	-25%	11%[76.3 µM]
CCOC(=O)c1ccc(NC(=O)CC(=O)Nc2ccc3nc4n(c(=O)c3c2)CCCCC4)cc1	16%	14%[76.3 µM]
CC(=O)Nc1ccc(NC(=O)CCc2nc3cccnc3n2Cc2cccs2)cc1	-2%	-13%[76.3 µM]
COc1cccc(Nc2nc3ccccc3c3nncn23)c1	2%	8%[76.3 µM]

Next part:
SMILES	SMN2 splice up	GAA glycogen
CCOc1ccc(OCC)c(NC(=O)C(NS(=O)(=O)c2ccc(Br)s2)c2ccccc2)c1 (configuration not stated)	5%	-9%[76.3 µM]
CC(C)(C)c1ccc(C(=O)N2CCCCC2CCN2CCCCC2)cc1 (configuration not stated)	-15%	15%[76.3 µM]
CCc1cccc(CC)c1N(COC)C(=O)Cn1c(C)nc2ccccc21	-3%	-2%[76.3 µM]
CCOc1ccc(-c2nc(SCC(=O)NCCOC)c(-c3ccc(OC)c(OC)c3)[nH]2)cc1	9%	-15%[76.3 µM]
Cc1ccc(NC(=O)/C(C#N)=C/c2cc(C)n(-c3ccc(Br)cc3)c2C)cc1C	-4%	5%[76.3 µM]
Cc1ccc(Cn2c(C(=O)NCc3ccccc3Cl)cc3sccc32)cc1	3%	-13%[76.3 µM]
CCN1CCN(Cc2c(O)ccc3oc(C)c(C(=O)Nc4ccc(OC)c(Cl)c4)c23)CC1	-2%	-13%[76.3 µM]
CNC(=O)c1ccc2c(c1)N=C(C)c1cc(C)ccc1S2	15%	16%[76.3 µM]
CCc1ccc(NC(=O)c2sc3nc(C)cc(C)c3c2NC(=O)c2ccccc2OC)cc1	20%	16%[76.3 µM]
Clc1ccc(-c2cn3cc(Cc4ccccc4)sc3n2)cc1	5.6µM*	-2%[76.3 µM]
O=C(NC1CCCC1)c1ccc2c(c1)N(Cc1ccc(C(F)(F)F)cc1)C(=O)c1ccccc1S2	-15%	8%[76.3 µM]
CCOc1ccc(NC(=O)c2c(NC(=O)Cc3ccccc3)sc3c2CCCCC3)cc1	1%	14%[76.3 µM]
CCOC(=O)c1cc2c(=O)n3ccccc3nc2n(CC2CCCO2)c1=NC(=O)c1ccc(F)cc1 (configuration not stated)	5%	3%[76.3 µM]
O=C(CN1C(=O)COc2ccc(S(=O)(=O)N3CCCC3)cc21)N1CCN(c2ccc(Cl)cc2)CC1	14%	-16%[76.3 µM]
CCc1cccc(C)c1NC(=O)c1cccc(C(=O)Nc2c(C)cccc2CC)c1	-8%	14%[76.3 µM]
O=C(Cn1c(=O)n(Cc2ccc(F)cc2)c(=O)c2sc3ccccc3c21)NCc1ccccc1	0%	7%[76.3 µM]
Cc1ccc(C(=O)Nc2onc3c2CCCC3)cc1	2.5µM*	-2%[76.3 µM]
CCOC(=O)c1ccc(NC(=O)c2nc(S(=O)(=O)Cc3ccccc3)ncc2Cl)cc1	-4%	-4%&15%[76.3 µM]
Cc1ccc2nc(-c3ccc(NC(=O)COc4ccc(Br)cc4Br)cc3)sc2c1	2.8µM*	4%[76.3 µM]
COc1ccc(-c2nc3ccccc3o2)cc1NC(=O)c1ccc(-c2ccc(Br)cc2)o1	-17%	16%[76.3 µM]
COC(=O)c1c(Oc2ccc(OC)cc2)nnc(-c2ccccc2)c1-c1ccccc1	13%	-1%[76.3 µM]
Cc1ccccc1OCCCCn1c(CCNC(=O)C(C)(C)C)nc2ccccc21	-25%	11%[76.3 µM]
COc1cccc(C2CC(=O)Nc3cc4c(cc32)OCCO4)c1OC (configuration not stated)	-15%	9%[76.3 µM]
COc1ccc(CC(=O)Nc2sc3c(c2C(=O)Nc2cccc(Cl)c2)CCCCC3)cc1	0%	3%[76.3 µM]
COc1ccc(N(C(=O)Cn2nnc3ccccc32)C(C(=O)NCc2ccccc2)c2ccc(F)cc2)cc1 (configuration not stated)	9%	-1%[76.3 µM]

Compound activity from PubChem.
